High-throughput results: PubChem, National Center for Advancing Translational Sciences (NCATS)
Tb PFK block: qHTS Assay to Find Inhibitors of T. brucei phosphofructokinase; hit rate 0.17% among 330,000; T. brucei PFK, ADP-Glo luminescence; Potency, µM (top dose mostly 57.5 µM), for inactives: at the highest dose activity, negative = inhibition, usual class: inhibitors; ATP-dependent 6-phosphofructokinase (Trypanosoma brucei brucei), O15648; AID 485367, 2010;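 also: potency is read from the fitted curve at half-maximal effect; 0% = uninhibited 1x PFK enzyme wells and -100% = no-enzyme wells; nearly all actives have a fitted effect of over 60% in size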
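Activity is normalized to no-enzyme wells (full inhibition) and 1.25 nM enzyme wells (no inhibition). Reaction: 0.5 mM F6P, 0.1 mM ATP, 45 min RT, ADP-Glo luminescence; concentration-response curves fitted and classed by quality.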
ELG1 genotoxic: qHTS screen for small molecules that induce genotoxicity in human embryonic kidney (HEK293T) cells expressing luciferase-tagged ELG1; hit rate 1.3% among 330,000; Potency, µM (top dose mostly 46 µM), without a hit: top-dose activity change, positive = activation, hits mostly activators; HEK293T ELG1-luciferase reporter, luminescence, 16 h; also: potency is read from the fitted curve at half-maximal effect; % of control where 0% means no effect; nearly all actives have a fitted effect of over 60% in size
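Quantitative HTS format in 1536-well plates. HEK293T ELG1-luciferase reporter cells receive test compound and are incubated 16 hr at 37 °C, 5% CO2; ONE-Glo added, 30 min room temperature, then luminescence read.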
NPC1 prom act: qHTS Assay for NPC1 Promoter Activators; Huh7 NPC1 promoter luciferase reporter, 24 h; Potency, µM (series often up to 9.22 µM), inactives show top-dose activation, usual class: activators; hit rate 2.4% among 320,000; AID 485313, 2010;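 also: potency is read from the fitted curve at half-maximal effect; % of control where 0% means no effect; nearly all actives have a fitted effect of over 60% in size; reporter is driven by a mutant NPC1 promoter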
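Luciferase expression driven by the NPC1 promoter was measured in stably transfected Huh7 cells after a 24 h compound incubation, using a luciferase reagent and a luminescence read.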
FLuc counter: qHTS profiling assay for firefly luciferase inhibitor/activator using purifed enzyme and Km concentrations of substrates (counterscreen for miR-21 project); Luciferin 4-monooxygenase (Photinus pyralis), P08659; purified FLuc, Km substrates, luminescence inhibition; Potency, µM (highest dose often 57.5 µM), without a hit: top-dose activity change, negative = inhibition, actives largely listed as inhibitors; hit rate 6.9% among 360,000;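 also: potency is read from the fitted curve at half-maximal effect; plate controls were vehicle for no effect and reference inhibitor for full effect; nearly all actives have a fitted effect of over 55% in size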
Target sequence (P08659 whole entry, looked up): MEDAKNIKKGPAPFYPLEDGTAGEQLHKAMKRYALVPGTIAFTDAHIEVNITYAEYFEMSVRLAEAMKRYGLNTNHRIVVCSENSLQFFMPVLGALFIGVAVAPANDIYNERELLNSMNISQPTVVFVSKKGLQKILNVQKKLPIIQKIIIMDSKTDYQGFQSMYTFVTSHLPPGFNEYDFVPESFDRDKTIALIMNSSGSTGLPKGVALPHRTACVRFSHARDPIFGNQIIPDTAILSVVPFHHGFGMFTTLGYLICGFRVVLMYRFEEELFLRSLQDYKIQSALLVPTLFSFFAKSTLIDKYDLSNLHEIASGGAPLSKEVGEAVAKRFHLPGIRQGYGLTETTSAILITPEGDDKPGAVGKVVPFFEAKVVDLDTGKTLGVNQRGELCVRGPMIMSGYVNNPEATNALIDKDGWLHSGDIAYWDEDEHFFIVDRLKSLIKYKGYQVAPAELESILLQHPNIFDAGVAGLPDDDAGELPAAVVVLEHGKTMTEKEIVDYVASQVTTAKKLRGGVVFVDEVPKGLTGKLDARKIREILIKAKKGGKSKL
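Purified P. pyralis luciferase, 10 nM final, with Km-level 10 uM D-luciferin and 10 uM ATP in 50 mM Tris acetate pH 7.5, 10 mM Mg acetate, 0.01% Tween-20, 0.05% BSA; 6-point qHTS titration about 60 µM downward; luminescence read.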
Rab9 prom act: qHTS Assay for Rab9 Promoter Activators. Potency, µM (titrated, usually from 9.22 µM), without a hit: at the top dose activation, negative = inhibition, most hits filed as activators. AID 485297, 2010. hit rate 2.8% among 320,000. Huh7 Rab9 promoter-luciferase reporter, luminescence, 24 h; also: potency is read from the fitted curve at half-maximal effect; % of control where 0% means no effect; nearly all actives have a fitted effect of over 60% in size
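Steps: seed 1500 Huh7 Rab9-luc cells per well, rest 2 h at 37 °C; add compound in DMSO; incubate 24 h; add luciferase reagent, 10 min ambient; read luminescence.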
uPA generation: qHTS for Inhibitors of Cell Surface uPA Generation. cell surface uPA generation assay, qHTS. Potency, µM (series often up to 38.3 µM), inactives show at the highest dose activity change, negative = inhibition, most hits filed as inhibitors. hit rate 0.31% among 330,000. AID 540303, 2011; active = well fitted inhibition curve with a large enough effect; inconclusive = small, poorly fitted or top-dose-only effect; inactive = no such curve, though single readings can be large or run the other way; tested in mouse RAW 264.7 cells; also: potency is read from the fitted curve at half-maximal effect; % is scaled to controls: 0 for no effect and ±100 for the full control effect; nearly all actives have a fitted effect of over 55% in size
Coupling enz: qHTS Assay for Inhibitors of Fructose-1,6-bisphosphate Aldolase from Giardia Lamblia: Coupling assay counterscreen; coupling enzyme system counterscreen, AmpLite Red fluorescence; activity change, negative = inhibition, % at 58.2 µM, hits read low; hit rate 0.67% among 290,000; in the data active = activity change below about -30%; also: % is scaled to controls: 0 for no effect and ±100 for the full control effect
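Activity here indicates interference with the coupling reaction, not aldolase inhibition. Compounds at 57.5 uM final met coupling enzymes for 10 min at RT; substrate and AmpLite Red detection followed, with a 525/598 nm fluorescence read after 20 min.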
Giardia killer: Small Molecules that selectively kill Giardia lamblia: qHTS; activity change, % at 7.66 µM, hits read low; hit rate 0.15% among 340,000; AID 540267, 2011; Giardia lamblia trophozoite viability; in the data active = activity change below about -80%; inconclusive = between about -30% and that limit;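 also: parasites exposed to compound for two days anaerobically before the ATP read; % is scaled to controls: 0 for no effect and ±100 for the full control effect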
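Giardia trophozoites, 100 cells per well, were exposed to compounds for 48 hrs at 37 deg C under anaerobic conditions; viability was then read as ATP content by bioluminescence after 15-30 min at room temperature.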
RORg inh: qHTS for inhibitors of ROR gamma transcriptional activity. hit rate 5.4% among 310,000. AID 2551, 2010. Potency, µM (highest dose often 53.6 µM), without a hit: at the top dose activity change, negative = inhibition, most hits filed as inhibitors. Drosophila S2 Gal4-RORgamma UAS-luciferase reporter, 20 h. Nuclear receptor ROR-gamma (Mus musculus), P51450; also: potency is read from the fitted curve at half-maximal effect; % is scaled to controls: 0 for no effect and ±100 for the full control effect; nearly all actives have a fitted effect of over 60% in size
Target sequence (P51450 whole entry, looked up, the tested form may be a part): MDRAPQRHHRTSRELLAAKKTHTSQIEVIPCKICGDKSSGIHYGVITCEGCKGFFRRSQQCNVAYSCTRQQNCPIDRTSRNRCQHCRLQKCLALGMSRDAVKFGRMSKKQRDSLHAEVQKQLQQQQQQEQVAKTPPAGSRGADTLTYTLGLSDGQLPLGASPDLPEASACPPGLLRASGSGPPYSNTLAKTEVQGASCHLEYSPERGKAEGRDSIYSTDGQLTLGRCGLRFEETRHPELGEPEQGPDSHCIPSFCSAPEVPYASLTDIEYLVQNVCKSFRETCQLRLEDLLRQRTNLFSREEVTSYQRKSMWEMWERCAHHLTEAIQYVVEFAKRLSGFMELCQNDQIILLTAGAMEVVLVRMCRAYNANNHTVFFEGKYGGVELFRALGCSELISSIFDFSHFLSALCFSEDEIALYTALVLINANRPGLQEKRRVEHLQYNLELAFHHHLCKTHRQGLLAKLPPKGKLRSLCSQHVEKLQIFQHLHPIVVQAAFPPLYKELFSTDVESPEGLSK
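Drosophila S2 cells stably expressing Gal4-DBD/mouse RORγ fusion under metallothionein promoter plus UAS-luciferase; compound 1 h, then 700 uM CuSO4 induction for 20 h at ambient temperature; inhibition read as reduced luminescence.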
KCNH2 3.1 block: qHTS for Inhibitors of KCHN2 3.1: Mutant qHTS; U2OS KCNH2 3.1, thallium flux FluxOr; hits give low values; Potassium voltage-gated channel subfamily H member 2, brain isoform KCNH2 3.1 (human); activity change, % (tested at about 1.8 µM); hit rate 0.95% among 340,000;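 active = maximum activity change below -70%; inconclusive = maximum activity change from -70% to -50%; inactive = maximum activity change above -50%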;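 also: thallium influx rate constant from kinetic fluorescence after stimulation buffer; % is scaled to controls: 0 for no effect and ±100 for the full control effect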
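Kinetic fluorescence (2 min after stimulation buffer) measures Tl+ influx through KCNH2 3.1 expressed by viral transduction in U2OS cells; the rate constant is normalized against DMSO controls serving as positive and negative references.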
Gal4-VP16 FLuc: VP16 counterscreen qHTS for inhibitors of ROR gamma transcriptional activity | AID 2546, 2010 | Drosophila S2 Gal4-VP16 UAS-luciferase, luminescence, 20 h | Potency, µM (highest dose often 53.6 µM), inactives show at the highest dose activity, negative = inhibition, hits mostly inhibitors | hit rate 3.5% among 310,000;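 also: Gal4-VP16 expression switched on by copper sulfate through the metallothionein promoter; potency is read from the fitted curve at half-maximal effect; % is scaled to controls: 0 for no effect and ±100 for the full control effect; nearly all actives have a fitted effect of over 50% in size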
An asterisk follows results filed as active; ? = inconclusive; / = no result given; & = joins results of further samples; [ ] = another dose, or the depositor's remark. Unless noted, calls follow the shape of the dose curve; as a rule, active = well fitted curve in the direction sought with a large enough effect; inconclusive = small, poorly fitted or top-dose-only effect, or another doubt; inactive = no such curve, though single readings can be large; an effect the other way counts as inactive or inconclusive.

SMILES | Tb PFK block | ELG1 genotoxic | NPC1 prom act | FLuc counter | Rab9 prom act | uPA generation | Coupling enz | Giardia killer | RORg inh | KCNH2 3.1 block | Gal4-VP16 FLuc
O=C(O)C1NCCc2ccccc21 (stereo not given) | -3.7% | -4.4% | -0.1% | -0.4% | 3.8% | 0.5% | -3.1 | 8.1 | -25.0% | 5.6 | 3.1%
NC(=S)NCc1cccnc1 | -3.0% | 0.0% | -5.3% | -0.7% | -2.1% | ? | 0.6 | -20.9 | -5.5% | 3.8 | -6.5%
CC(=O)Oc1c(/C=C(\C#N)C(N)=O)[nH]c2ccccc12 | 17.9% | -17.6% | 7.1% | ? | 18.2% | -14.1% | 3.7 | -14.0 | 21.6% | 11.6 | -8.6%
CCOc1ccc(NCCC#N)cc1 | 1.1% | 0.5% | -4.7% | 1.7% | 0.0% | 4.4% | 2.9 | -11.3 | 1.5% | 6.9 | -4.5%
CCO[C@@H]1OC(C(=O)NCc2nc3ccccc3[nH]2)=C[C@H](c2cn(C(C)=O)c3ccccc23)[C@H]1CCCO | -0.8% | -10.7% | 1.1% | 2.8% | 1.9% | -2.5% | 2.1 | 4.5 | 11.0% | 11.3 | 1.1%
CCOc1ccc(NC(=O)CSc2nnc(C3CC3)n2N)cc1 | 9.4% | 0.3% | 0.9% | -0.8% | -1.4% | / | 2.7 | 0.5 | -9.3% | 16.5 | 0.4%
Brc1ccccc1OCCCN1CCCCCC1 | -0.9% | -3.4% | -4.7% | 5.8% | 18.8% | -2.0% | 0.7 | 19.5 | -22.9% | -7.8 | -7.7%
COC(=O)c1cccc(C(=O)N2CCCC(CNC(=O)c3ccccc3Cl)C2)c1 (stereo not given) | -0.6% | 1.5% | -0.3% | -12.2% | 2.2% | 5.3% | 4.2 | 5.2 | 8.2% | 10.1 | 8.0%
N#Cc1ccc(OCC(=O)OCC(=O)NCCC2=CCCCC2)cc1 | 6.4% | -0.5% | -2.2% | 1.9% | -0.7% | 7.8% | -3.0 | -18.5 | 7.8% | -2.9 | -13.0%
COc1cccc(NC(=O)CN(C)C(=O)CCNC(=O)c2ccc(Br)cc2)c1 | -6.8% | 8.9% | 1.9% | -14.5% | 1.0% | 6.9% | / | -11.9 | / | -12.4 | /
COc1ccc(N(CC(=O)NC2CC3CCC2C3)S(=O)(=O)c2ccc(C)cc2)cc1 (stereo not given) | -1.2% | -9.7% | -0.1% | -1.2% | -1.2% | 0.3% | / | 15.7 | 9.1% | -6.4 | -1.5%
O=C(NCCc1ccc(Cl)cc1)C1CCCN(S(=O)(=O)N2CCCCCC2)C1 (stereo not given) | 2.9% | -1.8%[9.26 µM] | 0.4% | 0.5% | 4.8% | 5.9% | 3.9 | -8.3 | 36.8% | -6.7 | -6.9%
O=C(CCS(=O)(=O)c1ccccc1Cl)NCc1ccc(F)cc1 | 0.1% | 0.5% | 2.1% | 5.2% | 0.8% | -11.6% | -0.3 | 11.0 | 19.4% | 6.6 | -4.6%
COc1ccc(OC)c(/C=N/NC(=O)C(O)c2ccccc2)c1 (stereo not given) | -2.8% | 1.5% | -0.6% | -2.5% | 5.9% | 0.5% | -0.1 | -1.4 | -3.0% | 19.0 | 2.4%
COc1ccc(NS(=O)(=O)c2ccc3c(c2)n(C)c(=O)n3C)cc1 | 2.8% | 6.0% | 4.5% | -3.0% | -3.4% | -0.7% | 9.6 | 4.2 | 3.3% | -11.6 | -11.6%
CN(C)CCCn1c(N)c(C#N)c2nc(C#N)c(C#N)nc21 | -1.3% | -37.1%[inhibitor] | -2.6% | 0.3% | -8.1% | -10.5% | 0.2 | -29.1 | -6.5% | 0.6 | 2.9%[0.365 µM]
COc1ccc(N(CC(=O)NCc2ccc3c(c2)OCO3)C(=O)c2csnn2)cc1 | 2.3% | 11.1% | 16.8% | -11.6% | 21.4% | 2.9% | 3.8 | 10.8 | 5.2% | 0.4 | 4.1%
O=C(O)c1cc(Cl)c2ccccc2c1O | 0.3% | -4.9% | 7.4% | -20.9% | 11.8% | -0.6% | 15.5 | -3.5 | ? | 1.6 | -0.3%
COc1ccccc1NC1=C(N2CCCCC2)C(=O)c2ccccc2C1=O | 0.0% | -18.0% | -39.4%[inhibitor] | -19.0% | -45.3%[inhibitor] | -10.2% | -50.8* | 10.4 | -11.6% | 7.3 | ?
COC(CNC(=O)CN1CCN(Cc2ccc(F)cc2Cl)C1=O)OC | 5.4% | -1.1% | -6.5% | -1.1% | 1.3% | 5.5% | 3.0 | -16.9 | 1.7% | 8.9 | 0.0%
CN1C2CCC1CC(NC(=O)CSCc1ccc(Cl)cc1Cl)C2 (stereo not given) | 7.6% | -0.4% | 1.3% | 2.3% | -2.5% | 0.5% | 3.1 | 0.9 | 18.8% | 11.4 | 3.0%
C=CCOc1cccc(C2C(C(=O)c3cccs3)=C(O)C(=O)N2Cc2cccnc2)c1 (stereo not given) | 3.4% | -0.4% | -0.6% | 0.9% | -5.7% | 3.1% | 1.4 | -10.6 | 0.3% | 0.7 | -1.5%
Cc1ccccc1-n1c(C)c(C#N)c(=O)c(-[n+]2ccccc2)c1[S-] | -1.9% | 3.2% | 8.2% | -1.5% | -3.6% | -2.1% | -4.6 | 42.7[activator] | -0.4% | 0.9 | 9.7%
C=CCOC(=O)C1=C(C)NC(C)=C(C(=O)OCC=C)C1c1ccco1 | -6.1% | -4.3% | -6.6% | 2.6% | -4.6% | -8.7% | -0.6 | 5.7 | 9.2% | -8.0 | -2.3%
CCN1CCN(C(=O)/C(=C/c2cccs2)NC(=O)c2ccc(C)c(C)c2)CC1 | -12.9% | -5.5% | -1.5% | -8.4% | -2.6% | -5.4% | / | -4.5 | -19.9% | 12.0 | -7.7%
O=C(O)C1CCN(c2ccc(Cl)nn2)CC1 | -0.7% | -1.9% | -13.7% | -4.0% | 1.5% | 8.1% | 0.3 | 20.7 | 4.6% | 12.6 | 3.8%
O=C(COc1ccc(-n2cnnn2)cc1)Nc1ccc(Br)cc1F | -7.5% | 1.5% | / | / | / | 0.6% | / | -0.4 | / | -9.9 | /
O=C(Nc1ccc(F)c(Cl)c1)C1CCCN(c2cnccn2)C1 (stereo not given) | 1.7% | -4.9% | 0.8% | 3.6%&2.7% | -0.7% | -1.6% | / | 0.3 | 1.7% | 3.1 | 6.3%
Cc1cc(CN2CCCC(CNC(=O)c3ccc(F)cc3)C2)cc(C)c1O (stereo not given) | -0.8% | 1.6% | -2.9% | -2.2% | -13.0% | -1.7% | -1.8 | -4.8 | -12.8% | -2.2 | -1.2%
CC1Sc2ccc(S(=O)(=O)CCC(=O)N3CCCCC3)cc2NC1=O (stereo not given) | 0.2% | -2.6% | -1.8% | -2.2% | -1.7% | -0.6% | -2.8 | 2.4 | -0.7% | -1.0 | -13.2%
CC(=O)Nc1ccc(S(=O)(=O)N2CCC(C(=O)NCCC(=O)Nc3nccs3)CC2)cc1 | -0.4% | 2.6% | 0.2% | -0.7% | 4.6% | 0.3% | 0.0 | 3.7 | -17.5% | 0.5 | -4.2%
COc1ccc(-n2c(=O)[nH]c3c(C(N)=O)nc(C4CCCCC4)nc32)cc1 | -0.8% | 3.5% | -11.8% | 0.1% | -11.0% | -4.6% | -0.1 | -0.9 | -1.2% | 0.7 | -11.6%
O=C(NCc1ccc2c(c1)OCO2)c1ccc(S(=O)(=O)N2CCOCC2)cc1 | 1.2% | -3.0% | -3.8% | -4.1% | 12.8% | -4.7% | 1.0 | 8.6 | 9.3% | 36.4 | -10.9%
CC(NC(=O)C1CCN(S(=O)(=O)N2CCC3(CC2)OCCO3)CC1)c1ccccc1 (stereo not given) | -3.9% | 2.3% | -1.1% | -0.4% | 1.5% | 10.7% | 1.8 | -5.1 | 2.9% | -4.8 | 4.2%
Cc1ccc(-c2n[nH]c(=S)n2/N=C/c2cccn2C)cc1 | -5.4% | 0.1% | 1.7% | -0.3% | -4.2% | 1.1% | / | -9.3 | 3.16µM* | 2.6 | 11.2µM*
Cc1cc(NCCN2CCOCC2)n2c(nc3ccccc32)c1C#N | -2.1% | 0.7% | 0.5% | 5.6% | -8.9% | 0.1% | 2.3 | 3.1 | -8.3% | -13.4 | -6.5%

Compounds as they come. About 14% of those tested had a hit in this group.
